Bioassay records from PubChem.
NR5A2 inv ag – suppresses constitutive activity of human LRH-1; 360,000 tested, 0.13% active; HEK293T StAR-luciferase reporter, LRH-1 transfected, 24 h; AID 602396; O00482; inhibition, % at 3.6 µM;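 active = inhibition above the mean inhibition of all tested compounds plus 3 SD, cut at about 73% in these data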;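 also: 0% = DMSO wells and 100% = reporter-only cells lacking LRH-1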
NCOA1 inh – human NCOA1 inhibition. 360,000 tested, 0.12% active. Q15788. HEK293 GAL4-SRC1 luciferase reporter, luminescence. AID 588354. inhibition, % at 3.6 µM;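 active = inhibition above the campaign mean plus 3 SD, with each screening campaign given its own cutoff, cut at about 60% in these data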;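 also: 0% = DMSO treated cells and 100% = gossypol at 36 µM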
TWEAK-Fn14 inh – inhibitors of TWEAK-Fn14 interaction signaling; 360,000 tested, 2% active; inhibition, % at 10 µM; TWEAK-stimulated Fn14 reporter cells, luciferase luminescence, 8 h; in the data active = inhibition above about 50%
KKLEB cytotox – reduces viability of KKLEB cystic fibrosis airway cells; activity change (cytotoxicity), % at 5 µM; KKLEB CF airway cells viability, ATPlite luminescence, overnight; stronger effect = lower value; cells stimulated with P. aeruginosa culture filtrate; 360,000 tested, 0.36% active;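 active = corrected activity change at or below -50% at 5 µM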
CF NFkB block – blocks PAF-induced NF-kB reporter in cystic fibrosis cells; KKLEB NF-kB-GFP reporter, GFP fluorescence overnight; inhibition, % at 5 µM; 360,000 tested, 0.86% active;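 active = at least 50% inhibition at 5 µM, scaled per plate between neutral and stimulator controls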;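 also: PAF is a Pseudomonas aeruginosa culture filtrate used as stimulus; plate controls were PAF-stimulated DMSO wells for no effect and unstimulated DMSO wells for full effect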
TROY signal inh – TROY signaling inhibition | AID 1347056 | Q293 LMP1-TROYcd NF-kB luciferase reporter, 4 h | inhibition, % at 10 µM | 360,000 tested, 0.98% active;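 active = compounds whose plate-normalised and pattern-corrected inhibition of the luciferase reporter signal at the single screening dose is 50% or more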
NR2F2 inh – NR2F2 (human) inhibition, primary screen; HEK293T NGFI-A luciferase reporter, luminescence; inhibition, % at 8.6 µM; 370,000 tested, 0.7% active; AID 686940;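 active = inhibition above a per-plate cutoff, mean inhibition of test wells between control levels plus 3 SD, cut at about 38% in these data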;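 also: cells cotransfected with COUP-TFII expression vector driving the NGFI-A reporter; 0% = median of COUP-TF2 test wells and 100% = reporter-only cells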
SRC3 inh – inhibitors of human steroid receptor coactivator 3 (SRC3); Q9Y6Q9; HEK293 GAL4-SRC3 luciferase reporter, luminescence; AID 588352; 360,000 tested, 0.17% active; inhibition, % at 3.6 µM;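 active = inhibition above a per-campaign cutoff, the mean of all compounds plus 3 SD, cut at about 60% in these data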;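 also: 0% = DMSO-treated cells and 100% = gossypol-treated cells at 36 µM; higher means less SRC3-driven luciferase light from the GAL4 reporter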
NCOA2 inhibitor – inhibits human steroid receptor coactivator 2. Q15596. HEK293 GAL4-SRC2 luciferase reporter, luminescence. inhibition, % at 9 µM. 370,000 tested, 0.17% active;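 active = inhibition above the mean inhibition of all tested compounds plus 3 SD, set per campaign, cut at about 52% in these data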;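 also: 0% = DMSO treated cells and 100% = cells given Gossypol at 36 µM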
C8 TRAIL sens – caspase-8 TRAIL sensitization | NB7+C8 cells + TRAIL, ATPlite viability luminescence | inhibition (viability loss, TRAIL sensitization), % at 10 µM | 360,000 tested, 1% active;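 active = compounds causing at least 50% loss of cell viability in the single-dose screen, relative to plate controls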
EBV LMP1 NFkB – reduces LMP1-driven NF-kappaB luciferase signal; LMP1-induced NF-kappaB luciferase reporter cells, luminescence; AID 504558; 350,000 tested, 0.69% active; inhibition, % at 12.5 µM; in the data active = inhibition above about 41%;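 also: 0% = neutral control wells and 100% = reference inhibitor control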
Numbers without * were called inactive; . = no result given.

SMILES	NR5A2 inv ag	NCOA1 inh	TWEAK-Fn14 inh	KKLEB cytotox	CF NFkB block	TROY signal inh	NR2F2 inh	SRC3 inh	NCOA2 inhibitor	C8 TRAIL sens	EBV LMP1 NFkB
O=C(COc1cccc(-n2cnnn2)c1)NCCC1=CCCCC1	-1	0	10	-9	11	-2	-12	-19	16	13	3
CC(OC(=O)CN1C(=O)C2CC=CCC2C1=O)C(=O)Nc1ccc(F)cc1Cl (stereo not drawn)	-1	-26	-1	7	-9	-22	12	5	-17	-13	-2
CCN(CC)CC(=O)Nc1ccccc1SCC(=O)Nc1ccsc1C(=O)OC	8	15	4	6	9	-6	-6	-9	26	-1	1
CCCCOc1ccc(C2C(=O)N(C3CCCCC3)CC(=O)N2CC2CCCO2)cc1 (stereo not drawn)	4	-1	-7	12	-11	-8	2	-8	-7	-5	-3
CCC(=O)N=c1sc2c(C)cc(C)cc2n1CC(=O)OC	5	-2	-24	-2	5	0	-2	13	-2	-4	0
COc1cc2nc(CCc3ccccc3)oc(=O)c2cc1OC	-13	-18	-2	4	14	6	5	10	3	-18	-7
O=C(COC(=O)c1ccc(F)cc1F)Nc1ccc(S(=O)(=O)N2CCOCC2)cc1	-13	-3	0	-2	-3	4	13	4	-15	6	6
CCn1c(SCC(=O)N2CCOCC2)nc2c(c1=O)SC(C)C2 (stereo not drawn)	7	0	2	5	-4	6	7	9	-29	0	-2
Cc1onc(-c2c(Cl)cccc2Cl)c1C(=O)NC1CCCCC1	15	-7	-3	-6	3	-9	15	22	-6	-15	4
CCOc1cc(C2NC(=O)NC(C)=C2C(=O)OCC2CCCCC2)ccc1O (stereo not drawn)	18	10	-15	-4	-8	6	-1	8	9	-19	-35
Cc1cc(C)n2c(NC3CCCCC3)c(-c3cccnc3)nc2n1	32	.	3	.	.	-5	-5	.	10	-13	.
CN(Cc1ccccc1)C(=O)c1ccc(NC(=O)Cc2ccc(NC(=O)C3CCN(C(=O)C4CCC4)CC3)cc2)cc1	-21	-19	-6	-5	24	0	9	3	1	-4	-2
COC(=O)c1ccccc1NC(=O)CN1CCN(C(=O)c2ccco2)CC1	-3	9	-6	-2	17	-6	-22	5	2	3	0
CC(NC(=O)c1ccc2ccccc2n1)c1ccccc1 (stereo not drawn)	30	-25	-1	-2	-21	-7	-15	7	1	-8	1
CN1CCN(C(=O)c2ccc3ccccc3c2)CC1	-13	-26	-27	7	13	-24	6	-34	-25	2	0
Cc1ccc(Cn2c(=O)sc3ccccc3c2=O)cc1	-11	7	-6	-6	2	-15	10	18	-4	0	3
Nc1ccn([C@@H]2O[C@H](C(=O)N3CCCN(Cc4ccccc4F)CC3)[C@@H](O)[C@H]2O)c(=O)n1	14	.	-4	.	.	1	-2	.	2	1	.
COc1ccc(S(=O)(=O)N2CN3CCN(C3)C2)cc1OC	12	-4	13	-11	-12	3	-2	1	6	-8	4
Cc1nc2ccc(NS(=O)(=O)c3c(F)cccc3F)cc2s1	6	-9	37	-1	14	-1	22	-4	-28	7	13
COc1ccc(N(C(=O)CNC(=O)c2cccs2)C(C(=O)NCC2CCCO2)c2ccccc2)cc1OC (stereo not drawn)	10	-14	29	0	-1	9	1	7	8	-6	-4
Cc1ccc(S(=O)(=O)Nc2ncnc3sccc23)cc1C	-8	-38	5	-6	8	6	10	7	9	3	5
Cc1cc(-c2n[nH]c(=S)n2/N=C/c2sccc2C)n[nH]1	9	-13	-7	-12	7	5	1	23	11	-9	3
Cc1ccc(SC(C)C(=O)N2CCC(C(N)=O)CC2)cc1 (stereo not drawn)	-11	2	4	-2	15	-3	11	0	2	8	-2
Nc1cc(S(=O)(=O)N2CCCCC2)ccc1Oc1ccccc1	7	10	23	2	2	4	6	8	10	3	-3
CC(=O)Nc1ccc(S(=O)(=O)NCCSCc2ccccc2Cl)cc1	37	11	5	0	-2	20	29	37	5	23	20
SMILES	NR5A2 inv ag	NCOA1 inh	TWEAK-Fn14 inh	KKLEB cytotox	CF NFkB block	TROY signal inh	NR2F2 inh	SRC3 inh	NCOA2 inhibitor	C8 TRAIL sens	EBV LMP1 NFkB
COc1ccc(OC)c(C(C)NC(=O)Nc2cccc(C(C)=O)c2)c1 (stereo not drawn)	8	1	4	8	-4	14	3	3	8	-11	0
COc1ccc(CC(=O)c2ccc(O)cc2O)cc1	-56	-24	-24	18	9	-74	-13	-14	-20	6	-10
COc1ccccc1CNC(=O)COc1ccc(S(=O)(=O)N2CCOCC2)cc1C	-7	8	-18	-10	0	-3	16	0	-5	-7	-8
Cc1cc(C)n2nc(C(=O)OCC(=O)NCc3ccccc3)nc2n1	-28	-18	5	20	-1	5	17	13	11	-1	18
O=C1COc2ccc(S(=O)(=O)Nc3cccc(Cl)c3)cc2N1	5	5	-3	-1	-27	4	1	25	8	-16	1
Cc1cc(-c2nn(C)c(=O)c3ccccc23)cc(C)c1O	11	-7	-7	-11	1	-20	-3	23	-22	-13	2
CCCSc1nc2c(c(=O)n(C)c(=O)n2C)n1C	3	-5	24	5	-8	8	1	2	-10	-9	3
S=c1[nH]nc(-c2ccc(Cl)cc2Cl)n1-c1ccc2c(c1)OCCO2	-11	-6	-23	4	10	-27	-10	-7	-24	3	-9
O=[N+]([O-])c1cc([N+](=O)[O-])c(Oc2ccccc2F)cc1NN1CCCCC1	0	3	-21	-22	21	-4	-5	1	-2	5	0
CC#CCCCC(=O)Nc1cccc(C(=O)O)c1	-35	-42	1	12	-8	-59	-13	-53	-31	-1	-7
CN(Cc1ccccc1)c1nc2c(c(=O)[nH]c(=O)n2C)n1Cc1ccccc1	4	-10	12	6	-34	-10	-4	2	11	19	7
CN(Cc1ccco1)c1ncnc2ccc(-c3ccoc3)cc12	9	-7	47	-10	66*	23	11	8	1	8	1
COc1ccc(Nc2cc(C)nc3nc(C)nn23)c(OC)c1	5	0	-8	17	-20	-23	8	23	-15	-8	-6
O=C(/C=N/O)NCc1cccnc1	-22	5	-12	3	14	11	-18	-3	-9	19	-18
Cc1nc2nc(SCC(=O)N3CCOCC3)nn2c(C)c1Cc1ccccc1	-9	-9	4	-13	-10	-9	-8	6	-26	-3	10
Cc1cc(C(=O)NCCCC(=O)O)c(C)o1	1	-9	3	-16	18	3	-9	0	-25	-4	1
COc1ccc(-c2csc(Nc3ccccc3)n2)cc1	-171	-108	19	6	-27	16	-32	-97	-64	14	-39
CCOC(=O)c1ccc(N2CCOCC2)c(NC(=O)c2c(-c3ccccc3)noc2C)c1	6	4	-20	1	-18	-3	19	16	6	7	.
COc1ccc2cc3cc(C(=O)Nc4ccc5c(c4)OCO5)oc3nc2c1	-6	6	-48	-7	21	37	-5	21	33	9	-15
Cc1cccc(NC(=S)NC(=O)c2cc(-c3ccccc3)nc3ccccc23)c1	3	-23	-12	4	-8	-23	-9	2	11	1	5
O=C(/C=C/c1ccccc1Cl)c1ccccc(=O)c1O	-14	1	35	-22	-51	37	9	4	0	24	-35
C[C@@]12C(=O)Nc3cc(F)ccc3C(=O)N1[C@H]1c3ccccc3OC[C@@H]1[C@@H]2c1ccccc1	1	6	1	-10	15	9	.	12	.	-7	0
Cc1cc(C(=O)NNc2c(Cl)cccc2Cl)n(C(C)(C)C)n1	15	2	0	-2	-2	-6	0	9	5	0	2
O=C(O)c1cccc(NC(=S)N/N=C/c2ccccn2)c1	-167	-127	-43	7	11	-41	-23	-109	-70	23	38
O=S(=O)(Cc1ccccc1Cl)NCc1ccccc1	5	4	12	-4	12	9	22	12	-12	4	-6
SMILES	NR5A2 inv ag	NCOA1 inh	TWEAK-Fn14 inh	KKLEB cytotox	CF NFkB block	TROY signal inh	NR2F2 inh	SRC3 inh	NCOA2 inhibitor	C8 TRAIL sens	EBV LMP1 NFkB
O=S(=O)(c1cc(Cl)ccc1Cl)N1CCN(Cc2ccc3c(c2)OCO3)CC1	-19	-12	-18	-8	15	11	-3	3	-21	-14	5
O=C(COc1cccnc1[N+](=O)[O-])Nc1ccc(F)cc1	-27	-22	-2	0	14	-30	-15	-22	-49	1	-3
COc1ccc(NC(=O)c2cc(-c3cc(Cl)ccc3OC)n[nH]2)cc1OC	47	37	12	-8	-24	12	-1	51	-38	10	.
O=C(O)c1ccnc(SCC(=O)c2ccccc2)c1	11	8	10	10	-10	10	-11	11	-1	-12	-3
O=C(Cn1c(=O)n(Cc2ccco2)c(=O)c2c3c(sc21)CCCCC3)Nc1ccccc1	-8	8	14	-2	-10	-2	-4	2	-2	11	4
CC1CCN(C(=O)Cn2nnc(-c3ccc(C(C)C)cc3)n2)CC1	3	1	-7	0	10	-3	-4	-16	2	15	-19
Cc1ccc(NC(=O)N2CCN(C/C=C/c3ccccc3)CC2)cc1	-37	-12	-6	1	-5	-6	-9	9	15	-2	2
O=C(CCl)Nc1ccc(N2CCCCCC2)cc1	43	-15	-5	8	-11	-15	-21	-19	14	0	-21
O=C(O)CCCC(=O)N1CCN(C(c2ccccc2)c2ccccc2)CC1	-4	-1	6	21	-9	-13	1	19	6	-7	-33
Cc1c(CCOC(=O)c2ccccc2)sc[n+]1Cc1ccccc1	4	5	4	-6	10	-8	4	0	10	-16	-2
C=CCNC(=S)NNC(=O)C(CCCC)CC(C)(C)O (stereo not drawn)	0	5	0	-18	-2	2	8	-7	2	1	-2
NC(=O)CSc1nc2ccccc2c(=O)n1-c1ccccc1	8	-11	3	-2	-7	9	3	13	24	0	7
COc1ccc(-c2nc3c(C)cc(Br)cn3c2CC(C)(C)C)cc1OC	-4	-32	-3	-25	15	2	-17	8	8	-1	.
COc1cccc(OCC(=O)O/N=C(\N)c2ccc(OC)c(OC)c2)c1	18	22	-20	1	3	-19	17	18	-19	-1	8
N#CC1(Nc2ccccc2)C(=O)Nc2ccccc21 (stereo not drawn)	-6	-27	-3	9	-3	-24	8	-20	-9	-9	-8
Cc1nc(N)[nH]c(=O)c1Oc1cccc(C(F)(F)F)c1	11	13	-6	-10	10	2	-5	22	-2	-9	1
COc1ccccc1CCC(=O)OCC(=O)NCc1ccc(OC)c(OC)c1	-6	-12	4	3	-22	15	-8	2	-21	-4	-4
O=S(=O)(Nc1ccc(S(=O)(=O)Nc2ncccn2)cc1)c1ccccc1	3	17	-5	1	14	7	4	-9	-14	-11	-2
Fc1cccc(CN2CCN(C(=S)NCCc3ccccc3)CC2)c1	-17	-12	2	-1	10	-26	-8	1	3	1	-3
O=C(/C=C/c1ccc(Cl)c([N+](=O)[O-])c1)Nc1ccc(N2CCCC2)c(Cl)c1	1	-11	0	-24	26	-16	0	8	7	13	5
O=C(NCc1cccs1)C(=O)c1c[nH]c2ccccc12	-19	-25	-7	16	-6	-15	-19	-6	-9	17	-4
Cn1c(=O)c2c(nc(NCc3ccco3)n2CCc2ccccc2)n(C)c1=O	3	3	13	-9	13	9	3	9	8	-6	-1

Not a hit list; overall some 4.2% were active at least once.
